Bioassay records deposited in PubChem BioAssay by several laboratories.
ssDAF12 agonist – S. stercoralis DAF-12 activation, primary screen; HEK293 ssDAF-12/GRIP1 lit1-tk-luc reporter, luminescence; % of 3 µM dafachronic acid response; hit rate 1% among 370,000; activation, % at 6.8 µM;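 active = activation above the mean over all tested compounds plus 3 SD, cut at about 0.9% in these data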;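 also: 0% = DMSO-only wells and 100% = 3 µM delta7-dafachronic acid wells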
hcDAF-12 act – H. contortus DAF-12 activation, primary screen; HEK293 hcDAF-12 lit1-tk-luc reporter, luminescence; 0% DMSO, 100% Δ7-dafachronic acid; hit rate 1.4% among 370,000; activation, % at 6.8 µM; AID 652067;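 active = activation above the mean of all tested compounds plus 3 SD, cut at about 5.5% in these data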;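 also: 100% = response to 3 µM Δ7-dafachronic acid high control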
GAA850 FXN act – activators of GAA850 frataxin (FXN) promoter | HEK293 lucGAA850 FXN promoter luciferase reporter, 24 h; percent of 10 µM SAHA response | activation, % at 6 µM | hit rate 0.56% among 360,000;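 active = activation above the average of all compounds screened plus 3 SD, cutoff fixed separately per campaign, cut at about 7.5% in these data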;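 also: 0% = DMSO wells and 100% = 10 µM SAHA wells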
SMARCA2 activ – increases SMARCA2 function in MMTV reporter cells | MG213 cells, MMTV-luciferase reporter, dexamethasone, overnight | activation, % at 9.1 µM | hit rate 1% among 370,000 | AID 652017; in the data active = activation above about 7.8%;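 also: 0% = vehicle wells and 100% = reference activator wells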
proKLK7 act – activators of human kallikrein-7 zymogen; hit rate 0.9% among 370,000; purified proKLK7, EDANS-DABCYL substrate fluorescence; 100% is mature enzyme control, 0% vehicle; activation, % at 7 µM; P49862;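 active = activation above the mean of all tested compounds plus 3 SD, computed per campaign excluding outliers beyond control limits, cut at about 13% in these data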
HGIII-sPLA2 inh – Inhibits HGIII-sPLA2 liposome hydrolysis, primary screen. QFRET BODIPY PC-A2 liposome hydrolysis, fluorescence. inhibition, % at 12.2 µM. hit rate 0.56% among 370,000. AID 743126;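 active = inhibition above mean plus 3 SD of compounds lying within the high and low control bounds, cut at about 19% in these data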;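 also: 0% = median of test compound wells and 100% = no enzyme DMSO wells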
GC-B act – GC-B (human) receptor activation; P20594; HEK293-GC-B cells, CNP EC30, cGMP TR-FRET; 0% at EC30 CNP, 100% saturating CNP; activation, % at 10 µM; hit rate 0.11% among 370,000;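 active = activation at 10 µM reaching about 35% in either raw or pattern-adjusted values, limit read from the data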
hgDAF12 agonist – agonists of H. glycines DAF-12 nuclear receptor | HEK293 GAL4-hgDAF12 UAS-luciferase reporter, agonist luminescence; normalized to butyrate control | activation, % at 6.8 µM | hit rate 1.8% among 370,000;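 active = activation above a cutoff set at the mean of all screened compounds plus 3 SD, cut at about 10% in these data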;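 also: 0% = DMSO wells and 100% = sodium butyrate wells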
NPR1 activator – GC-A (human) enzyme activation | P16066 | HEK293 GC-A cells, cGMP TR-FRET, EC30 ANP; 0% at EC30 ANP, 100% saturating ANP | activation, % at 10 µM | hit rate 0.14% among 370,000 | AID 1671463; in the data active = activation above about 40%
Target sequence (P16066 whole entry, looked up): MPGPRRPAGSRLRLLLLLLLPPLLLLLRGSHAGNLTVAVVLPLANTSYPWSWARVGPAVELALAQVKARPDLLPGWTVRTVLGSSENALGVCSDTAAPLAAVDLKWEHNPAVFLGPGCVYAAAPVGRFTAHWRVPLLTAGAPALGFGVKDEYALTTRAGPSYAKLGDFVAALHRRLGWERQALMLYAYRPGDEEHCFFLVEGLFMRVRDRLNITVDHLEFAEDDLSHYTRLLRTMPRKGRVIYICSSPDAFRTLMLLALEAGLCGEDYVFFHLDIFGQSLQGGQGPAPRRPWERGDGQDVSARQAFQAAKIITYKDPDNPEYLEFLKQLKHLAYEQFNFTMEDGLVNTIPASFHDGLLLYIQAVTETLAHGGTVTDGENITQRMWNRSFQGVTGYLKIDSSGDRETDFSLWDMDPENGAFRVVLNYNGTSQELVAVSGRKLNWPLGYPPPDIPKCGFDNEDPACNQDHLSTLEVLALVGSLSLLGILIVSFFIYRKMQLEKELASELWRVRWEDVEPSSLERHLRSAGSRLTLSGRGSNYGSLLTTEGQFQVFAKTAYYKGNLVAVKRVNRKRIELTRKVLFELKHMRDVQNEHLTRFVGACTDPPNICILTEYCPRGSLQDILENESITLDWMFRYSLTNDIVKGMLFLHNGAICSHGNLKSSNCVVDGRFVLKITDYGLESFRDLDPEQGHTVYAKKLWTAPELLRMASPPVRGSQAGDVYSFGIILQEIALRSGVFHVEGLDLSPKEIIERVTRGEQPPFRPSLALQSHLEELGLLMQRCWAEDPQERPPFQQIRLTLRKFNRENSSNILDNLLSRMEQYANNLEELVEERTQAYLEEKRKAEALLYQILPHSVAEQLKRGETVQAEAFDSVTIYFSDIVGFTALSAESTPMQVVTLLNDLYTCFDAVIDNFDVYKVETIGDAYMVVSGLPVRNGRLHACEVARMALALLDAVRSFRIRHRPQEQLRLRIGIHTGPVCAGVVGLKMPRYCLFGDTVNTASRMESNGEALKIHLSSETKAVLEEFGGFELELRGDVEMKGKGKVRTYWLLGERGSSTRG
DAX1 inh-1 – NR0B1 (DAX1) inhibition; P51843; hit rate 0.99% among 340,000; AID 504766; HEK293 Gal4-DAX1 luciferase reporter, luminescence; inhibition, % at 6.75 µM;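 active = inhibition above the mean over all tested compounds plus 3 SD, cut at about 4.2% in these data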;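 also: 0% = DAX1-transfected cells with DMSO and 100% = empty-vector control cells with DMSO; inhibition shows as a rise in luminescence from relieved DAX1 repression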
DAX1 inh-2 – blocks DAX1 repression of SF-1 activated StAR promoter; hit rate 1.1% among 370,000; HEK293T StAR-luciferase reporter, SF-1/DAX-1 repression relief; inhibition, % at 6.8 µM; AID 652010;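 active = inhibition above the mean over all tested compounds plus 3 SD, cut at about 3.6% in these data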;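 also: 0% = DAX-1 cells with DMSO and 100% = cells lacking DAX-1 with DMSO; higher inhibition means more luminescence from relief of DAX-1 repression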
Numbers without * were called inactive; · = no result given.

SMILES | ssDAF12 agonist | hcDAF-12 act | GAA850 FXN act | SMARCA2 activ | proKLK7 act | HGIII-sPLA2 inh | GC-B act | hgDAF12 agonist | NPR1 activator | DAX1 inh-1 | DAX1 inh-2
c1ccc(OCc2nn3c(Cn4nnc5ccccc54)nnc3s2)cc1 | 0.0 | -1.6 | -1.5 | -2 | -0.4 | -7 | 3 | 0.1 | 6 | 0.2 | 0.2
COc1cccc(CN2CCN(C(=O)c3ccco3)CC2)c1OC | -1.6 | -1.0 | 2.8 | 0 | 0.0 | 5 | -4 | 2.3 | 0 | 1.1 | 0.5
COC(=O)/C=C1\OCc2ccc(C)cc21 | -1.0 | -0.5 | · | -2 | 0.1 | 11 | -4 | 2.3 | -1 | · | -0.5
O=C(c1ccc(F)cc1)c1ccc(CN2C(=O)c3ccccc3C2=O)o1 | -1.2 | -1.7 | 1.3 | 0 | 0.7 | 0 | -2 | 5.4 | -3 | -1.1 | -0.2
CC(NC(=O)Cc1ccc(S(=O)(=O)N2CCCCC2)cc1)c1ccccc1 (configuration not stated) | -1.7 | -0.2 | 1.3 | 1 | -0.3 | -14 | -1 | -1.1 | -1 | 0.0 | -0.3
Cc1cccn2cc(-c3cccc(S(=O)(=O)N4CCCCC4)c3)nc12 | -1.3 | -1.4 | 0.6 | 0 | -0.1 | -8 | -1 | 0.2 | -2 | -0.7 | -2.0
CC(OC(=O)c1cc(S(=O)(=O)N2CCOCC2)ccc1F)C(=O)NCc1ccc2c(c1)OCO2 (configuration not stated) | -1.3 | -0.6 | 1.4 | -5 | -0.3 | 4 | 4 | -0.8 | -5 | 0.2 | -1.3
O=C(NN1C(=O)C2C3CCC(O3)C2C1=O)c1ccc(Cl)cc1 (configuration not stated) | 0.1 | 2.4 | 2.6 | -2 | 0.0 | 7 | 0 | -1.3 | 1 | 0.5 | -0.1
CCN(CC)c1ccc(CC(=O)NC(C)Cc2ccccc2)cc1 (configuration not stated) | -0.6 | -0.3 | 0.4 | 2 | -0.6 | 0 | -1 | -1.8 | 0 | -1.2 | -0.1
O=c1c(Cc2ccc(Cl)cc2)c(O)ccn1Cc1ccncc1 | -1.0 | 0.2 | -0.9 | -1 | -0.1 | 0 | 5 | -2.9 | 3 | -0.4 | -0.6
Cc1cc2c(cc1S(=O)(=O)N1CCN(c3ccc(Cl)cc3)CC1)OCCN2C | -0.8 | -1.0 | 2.1 | 0 | -1.2 | 10 | -8 | 0.3 | -8 | 0.5 | 0.2
Cc1c(C(=O)OCC(=O)N2CCCC2)cccc1[N+](=O)[O-] | -1.4 | -2.5 | -0.7 | -3 | 0.3 | -3 | 2 | -0.1 | 4 | -1.2 | -0.3
CCOc1ccccc1CN1CCN(Cc2ccc(C)o2)CC1CCO (configuration not stated) | -1.2 | 1.4 | -0.1 | -2 | -0.2 | -3 | -9 | -1.1 | -2 | 0.0 | -0.5
CCC(CC)NC(=O)C1CCN(S(=O)(=O)c2cccs2)CC1 | -0.9 | -0.7 | -1.4 | -4 | 0.5 | 0 | 8 | -0.4 | -3 | -0.3 | -0.9
Cc1ccccc1-n1cc(CNC(=O)CCc2nnc(CCc3ccccc3)o2)cn1 | -1.1 | -1.7 | 0.5 | -1 | 0.6 | -1 | 3 | 0.7 | -4 | 0.4 | 0.0
Cc1nc(C(F)(F)F)c(C(=O)N/N=C(\N)c2cccnc2)s1 | -1.5 | 0.8 | 2.9 | -5 | 0.9 | 2 | -2 | 0.8 | -4 | 0.4 | 0.1
Cc1nc(Cc2ccc(OC(C)C)cc2)[nH]c(=O)c1CC(=O)O | -1.6 | 2.9 | 0.3 | 1 | 0.3 | 0 | 0 | -0.5 | 4 | -0.3 | 1.1
CCc1nc(SCc2ccc(C(=O)OC)o2)c2c(=O)n(C)c(=O)n(C)c2n1 | -1.1 | -0.7 | -0.1 | -1 | 0.1 | 0 | -6 | -0.2 | 1 | 0.0 | -0.5
COc1ccc(-c2csc(C(O)c3cccnc3)n2)cn1 (configuration not stated) | -1.3 | 0.1 | 1.9 | 0 | -0.2 | -4 | 0 | 1.1 | 3 | · | 0.2
CN1CCN(CC(=O)N2N=C(c3cccs3)CC2c2ccco2)CC1 (configuration not stated) | -0.8 | 0.4 | -2.5 | -1 | 0.0 | 0 | 2 | 2.2 | 3 | 0.0 | -0.2
CCn1nnc2cc(C(=O)N3CCC(C(=O)OC)CC3)ccc21 | -0.7 | 0.9 | -0.6 | -4 | 0.0 | 1 | -1 | 1.7 | -5 | 1.3 | 1.4
CCN(CC)C(=O)c1sc(N2C(=O)Nc3ccccc3N2O)c(C(=O)OC)c1C | -1.5 | -1.3 | 0.7 | 1 | 0.3 | 0 | 1 | 0.0 | 6 | 0.1 | -0.7
COc1cc(C=Nn2c(-c3cc(C)[nH]n3)n[nH]c2=S)cc(Br)c1O | -1.8 | 0.3 | · | -4 | 0.8 | 5 | -8 | -0.2 | 2 | · | 0.3
Cc1ccc(Nc2nc(NCC3CCCO3)nc(N)c2[N+](=O)[O-])cc1C (configuration not stated) | -1.1 | -1.0 | 2.7 | -1 | -0.3 | 17 | 2 | -2.8 | 1 | 1.2 | 0.2
COc1cccc(C(C)NC(=O)C2CCCC2)c1 (configuration not stated) | -1.4 | -1.6 | 1.3 | 0 | -0.2 | 3 | -1 | 1.0 | 2 | -0.8 | -0.1

For convenience, some entries already given:
SMILES | ssDAF12 agonist | hcDAF-12 act | GAA850 FXN act | SMARCA2 activ | proKLK7 act | HGIII-sPLA2 inh | GC-B act | hgDAF12 agonist | NPR1 activator | DAX1 inh-1 | DAX1 inh-2
c1ccc(OCc2nn3c(Cn4nnc5ccccc54)nnc3s2)cc1 | 0.0 | -1.6 | -1.5 | -2 | -0.4 | -7 | 3 | 0.1 | 6 | 0.2 | 0.2
COc1cccc(CN2CCN(C(=O)c3ccco3)CC2)c1OC | -1.6 | -1.0 | 2.8 | 0 | 0.0 | 5 | -4 | 2.3 | 0 | 1.1 | 0.5
COC(=O)/C=C1\OCc2ccc(C)cc21 | -1.0 | -0.5 | · | -2 | 0.1 | 11 | -4 | 2.3 | -1 | · | -0.5
O=C(c1ccc(F)cc1)c1ccc(CN2C(=O)c3ccccc3C2=O)o1 | -1.2 | -1.7 | 1.3 | 0 | 0.7 | 0 | -2 | 5.4 | -3 | -1.1 | -0.2
CC(NC(=O)Cc1ccc(S(=O)(=O)N2CCCCC2)cc1)c1ccccc1 (configuration not stated) | -1.7 | -0.2 | 1.3 | 1 | -0.3 | -14 | -1 | -1.1 | -1 | 0.0 | -0.3

Additional results.
SMILES | ssDAF12 agonist | hcDAF-12 act | GAA850 FXN act | SMARCA2 activ | proKLK7 act | HGIII-sPLA2 inh | GC-B act | hgDAF12 agonist | NPR1 activator | DAX1 inh-1 | DAX1 inh-2
CC(NC(=O)C1CC2CCCC(C1)C2=O)c1ccccc1 (configuration not stated) | -1.4 | -0.3 | -1.5 | 2 | -0.4 | 1 | 0 | -0.2 | 3 | 1.0 | -0.7
C/C(Cl)=C\Cn1c(O)c(N=NC(N)=S)c2cc(Br)ccc21 | -2.1 | -1.2 | 0.8 | -2 | 0.1 | 12 | -10 | -1.8 | -28 | -0.7 | -3.1
COCC(=O)OCC(=O)c1cc(C)n(-c2ccc(Br)cc2)c1C | -0.7 | -2.0 | 1.1 | 0 | 0.1 | -4 | 3 | -3.5 | 0 | 0.7 | -0.1
Cc1cc(C)n2c(SCc3ccccc3Cl)nnc2n1 | -1.3 | 0.4 | 2.5 | 1 | -0.3 | -9 | -3 | -1.1 | 9 | 1.2 | -0.4
CCc1ccccc1NC(=S)N1N=CCC1c1ccccc1 (configuration not stated) | -0.9 | -0.5 | 1.5 | -1 | -1.2 | 3 | 3 | 0.6 | 0 | 0.4 | -0.6
C=CCSc1ncccc1C(=O)NCc1ccc(C)cc1 | -0.8 | 2.0 | 3.9 | -1 | 0.1 | -3 | 4 | -0.5 | 1 | -0.1 | 0.6
COc1cccc(C(=O)N2CCC[C@@H]2C(=O)N2CCC[C@@H]2C(=O)NCc2ccccc2Cl)c1 | -0.8 | 1.8 | · | -1 | -0.3 | 5 | -1 | -2.2 | 2 | · | 1.6
O=C(NCC1(N2CCCCC2)CCCCC1)c1cccc(NS(=O)(=O)c2ccccc2)c1 | -0.6 | 0.1 | 3.5 | 2 | 0.1 | -8 | 0 | -0.4 | -3 | 0.2 | 6.9*
Cc1occc1-c1nnc(SCC(=O)NCCc2ccccc2)n1Cc1ccccc1 | -1.4 | -1.8 | -0.4 | -1 | -0.2 | -9 | -3 | 1.3 | -9 | -0.3 | -0.4
O=C(NCc1ccc(Cl)cc1)c1cc2ccccn2n1 | -0.1 | 1.7 | -0.2 | -4 | -0.3 | 7 | 1 | 5.2 | 4 | 0.9 | -0.1
COc1cc(CN2CCNC(=O)C2CC(=O)N2CCc3ccccc3C2)cc(OC)c1 (configuration not stated) | -1.4 | 0.7 | -0.9 | 2 | -0.7 | 0 | -2 | 0.8 | -9 | 0.2 | -0.6
CN1CCN(c2ccccc2NC(=O)c2ccccc2F)CC1 | -1.7 | -1.1 | 0.9 | -2 | 0.6 | 5 | 2 | -4.2 | -2 | 0.5 | 0.8
O=C1Cn2c(nc3ccccc32)-c2ccccc2N1 | -1.3 | 0.2 | 2.7 | -3 | -15 | -3 | -2 | -1.4 | -2 | -1.2 | -0.1
COc1ccc(N(C)S(=O)(=O)c2cccc(C(=O)Nc3ccc(-n4cnnn4)cc3)c2)cc1 | -1.7 | -3.0 | -1.8 | -3 | 0.7 | -18 | -6 | -4.9 | -1 | -2.7 | -1.3
CCN(C(=O)Cc1ccc(Br)cc1)C1CCCCC1 | -1.1 | -1.4 | -1.5 | -2 | -0.4 | 8 | -7 | -1.1 | -2 | -0.3 | -1.0
CCCc1cc(=O)oc2cc(C)cc(OCC(=O)Nc3ccc(S(N)(=O)=O)cc3)c12 | -1.8 | 3.5 | 1.8 | 2 | -1.9 | -1 | -18 | 2.3 | -42 | -0.1 | 0.4
Cc1ccc(Cc2c(-c3cccc(Cl)c3)nc3cc(C)c(Br)c(C)n23)cc1 | 0.2 | 2.0 | · | -3 | -1.6 | 4 | 0 | 4.4 | -5 | · | 0.4
CCC(CC)c1nnc(NC(=O)c2cc(C(=O)OC)cc([N+](=O)[O-])c2)s1 | -1.2 | -0.8 | 0.3 | -3 | -0.3 | -11 | 0 | 1.2 | 2 | -0.8 | 0.3
CCCNC(=S)N1CCC(C(=O)c2ccc(OC)cc2)CC1 | -1.6 | -3.0 | -0.5 | -7 | -0.1 | 21* | 1 | -4.6 | 1 | -0.8 | -0.8
N#C/C(=C\c1ccccc1)C(=O)NC1CC1 | -1.0 | -0.1 | 1.9 | -2 | 0.5 | 2 | 3 | 0.0 | 1 | 2.2 | 0.7
